# High-throughput results from PubChem.
# TCR activator: T cell receptor activation. 330,000 tested, under 10 active. primary human leukocytes, anti-CD3, IL-2 HTRF, 48 h. Potency, µM (series often up to 9.22 µM), without a hit: at the highest dose activation of IL-2 secretion, most hits filed as activators; further: % of control where 0% means no effect
#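 Primary human leukocytes were stimulated with a-CD3 beads plus compounds for 48 hr without co-stimulation; secreted IL-2 was quantified by HTRF using a-IL-2-K (europium cryptate) and a-IL-2-d2, excited at 320nm with acceptor emission read at 665nm.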
# Eya2 inh: inhibitors of human Eya2 phosphatase activity. O00167. recombinant Eya2, OMFP fluorescence dephosphorylation (OMFP is methylfluorescein phosphate). Potency, µM (highest dose often 76.9 µM), without a hit: at the top dose activity, negative = inhibition, most hits filed as inhibitors. 0.006% of 330,000 active; further: potency means the concentration at half of the fitted maximal effect; on the % scale 0 is the no-effect control and ±100 the full control effect
#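 Eya2 protein (added as 0.2 uM solution) was preincubated with compound for 10 min at ambient temperature in 50 mM HEPES pH 7.5, 50 mM NaCl, 5 uM MgCl2, 0.05% BSA, 1 mM DTT. OMFP (added at 50 uM) then reacted 10 min; fluorescence read at 485/525 nm.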
# Mito fusion act: blocks mitochondrial division or promotes mitochondrial fusion. S. cerevisiae fusion-defective mutant growth rescue, CellTiterGlo 48 h. Potency, µM (doses to about 46.1 µM), for inactives: top-dose growth rescue (activation), actives largely listed as activators. 0.23% of 320,000 active. AID 485298;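 further: potency means the concentration at half of the fitted maximal effect; % of control where 0% means no effect; nearly all actives have a fitted effect of over 45% in size; temperature-sensitive fusion mutants such as fzo1-1 at 37 °C on non-fermentable ethanol glycerol medium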
#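 Compounds are tested for their ability to restore growth of mitochondrial fusion-defective yeast strains at non-permissive 37C in YPEG medium over 48 hours. Viability is quantified by luciferase luminescence.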
# TRPV1 ag: human TRPV1 agonism | Q8NER1 | TRPV1-expressing cells, Fluo-8 calcium influx, agonist mode | activation, % at 8.33 µM | 0.19% of 320,000 active; in the data active means activation above about 80%; inconclusive means between about 30% and that limit; further: 0% is about no effect
#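 TRPV1-expressing cells were cultured overnight at 35.5C and loaded with Fluo-8 calcium dye for 40 to 90 min at room temperature. After a 10 s baseline, compound was added and calcium influx was read kinetically for 3 min (ex 480/em 520 nm).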
# AT treatment: potential ataxia-telangiectasia treatments restoring KAP-1 phosphorylation; […] A-T fibroblasts, KAP-1 phosphorylation AlphaLISA; neocarzinostatin DNA damage 30 min before lysis; AID 485349; Potency, µM (highest dose often 57.5 µM), for inactives: top-dose activation, most hits filed as activators; 0.19% of 320,000 active; further: potency means the concentration at half of the fitted maximal effect; % of control where 0% means no effect; nearly all actives have a fitted effect of over 45% in size
#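 ATM-like activity read as KAP-1 phosphorylation via AlphaLISA donor/acceptor antibody pairs after lysis and 6 hr at 25C. Cells were ATM-null patient fibroblasts ([…], hTERT), dosed 60 min, then exposed to the DSB inducer NCS for 30 min.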
# KCNH2 WT inh: blocks the wildtype human KCNH2 potassium channel | U2OS, BacMam KCNH2, thallium flux FluxOr; active compounds read low | activity change, % at 1.84 µM | 0.37% of 340,000 active;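 active means maximum activity change below -70%; inconclusive means maximum activity change between -70% and -50%; inactive means maximum activity change above -50%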; further: on the % scale 0 is the no-effect control and ±100 the full control effect
#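 U2OS cells were transduced with wild-type KCNH2 virus (2.03 x 10^8 / mL) for 4 h at room temperature, then cultured overnight at 37 C. Thallium flux was read with FluxOr dye. Rate constants were normalized to DMSO controls.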
# USP2a inh: blocks human ubiquitin-specific protease USP2a. 0.01% of 330,000 active. O75604. USP2 core, Ub-CHOP2 coupled fluorogenic reporter, 485/531. Potency, µM (highest dose often 38.3 µM), inactives show at the highest dose activity change, negative = inhibition, usual class: inhibitors;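 further: potency means the concentration at half of the fitted maximal effect; plate controls were DMSO wells for no effect and full inhibition by NEM control for full effect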
# Target sequence (O75604 whole entry, looked up): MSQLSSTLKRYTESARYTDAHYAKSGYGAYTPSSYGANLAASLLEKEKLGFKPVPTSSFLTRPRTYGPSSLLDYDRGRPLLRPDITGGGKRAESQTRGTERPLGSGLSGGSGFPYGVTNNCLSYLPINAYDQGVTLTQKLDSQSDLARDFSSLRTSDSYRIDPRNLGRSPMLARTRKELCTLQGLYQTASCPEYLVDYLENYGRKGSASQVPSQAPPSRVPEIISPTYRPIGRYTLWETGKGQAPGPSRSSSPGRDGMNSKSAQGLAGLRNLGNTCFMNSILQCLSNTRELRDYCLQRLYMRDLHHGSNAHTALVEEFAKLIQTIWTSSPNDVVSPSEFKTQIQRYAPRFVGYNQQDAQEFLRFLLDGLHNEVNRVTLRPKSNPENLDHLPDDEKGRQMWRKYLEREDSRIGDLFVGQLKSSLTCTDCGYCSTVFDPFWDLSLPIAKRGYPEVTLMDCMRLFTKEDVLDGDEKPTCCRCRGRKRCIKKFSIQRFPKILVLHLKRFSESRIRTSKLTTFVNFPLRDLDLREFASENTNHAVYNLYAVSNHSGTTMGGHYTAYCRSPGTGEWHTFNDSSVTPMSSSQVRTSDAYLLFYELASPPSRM
#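 Deubiquitinase activity read as fluorescence (485/531 nm) after Ub-CHOP2 cleavage activates the enterokinase reporter on its substrate; USP2 core 10nM, Ub-CHOP2 and substrate 25nM each, 30min compound preincubation then 60min RT; data normalized to NEM, curves fitted.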
# TSHR antagonist: human thyrotropin receptor antagonism. TSHR-expressing cells, TSH-stimulated cAMP HTRF, 2 h; active compounds read low. activity change, negative = inhibition, % at 11.5 µM. 0.2% of 330,000 active. AID 504810;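 active means activity change below a set negative limit, meaning inhibition stronger than a set level, cut at about -70% in these data; inconclusive means activity change between two set negative limits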; further: on the % scale 0 is the no-effect control and ±100 the full control effect
#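 Cell-based HTRF cAMP assay; TSHR cells + compound, TSH EC80 (4nM final), 2 h, 37 deg C. Lysis with anti-cAMP cryptate and cAMP-d2, 30 min RT, read 665/620 nm.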
# KCNH2 3.1 block: blocks the human KCNH2 3.1 channel isoform | AID 720553 | U2OS KCNH2 3.1, thallium flux FluxOr; active compounds read low | activity change, % (tested at about 1.8 µM) | 0.95% of 340,000 active;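 active means maximum activity change below -70%; inconclusive means maximum activity change from -70% to -50%; inactive means maximum activity change above -50%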;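 further: thallium influx rate constant from kinetic fluorescence after stimulation buffer; on the % scale 0 is the no-effect control and ±100 the full control effect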
#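 Kinetic fluorescence (2 min after stimulation buffer) measures Tl+ influx through KCNH2 3.1 expressed by viral transduction in U2OS cells; the rate constant is normalized against DMSO controls serving as positive and negative references.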
# ELG1 repair inh: inhibitors of ELG1-dependent DNA repair in HEK293T cells; Potency, µM (top dose mostly 46.1 µM), inactives show top-dose activity change, negative = inhibition, usual class: inhibitors; HEK293T ELG1-luciferase reporter, luminescence, 16 h; DNA damage induced by 5-fluorouridine; AID 504467; 2.3% of 330,000 active; further: potency means the concentration at half of the fitted maximal effect; on the % scale 0 is the no-effect control and ±100 the full control effect; nearly all actives have a fitted effect of over 55% in size
#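 Reporter activity after DNA damage by 5-fluorouridine is monitored. Compound-treated cells incubate 16 hr at 37 °C, then ONE-Glo is added for 30 min before luminescence reading.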
# Active calls of the source: *; ? = inconclusive; · = no result given; [ ] = another dose, or the depositor's remark. Unless noted, the call rests on the fitted dose curve; in most records, active means well fitted curve in the direction sought with a large enough effect; inconclusive means small, poorly fitted or top-dose-only effect, or another doubt; inactive means no such curve, though single readings can be large; an effect the other way counts as inactive or inconclusive. A portion of the library; the hit share may differ from the screen's.
SMILES,TCR activator,Eya2 inh,Mito fusion act,TRPV1 ag,AT treatment,KCNH2 WT inh,USP2a inh,TSHR antagonist,KCNH2 3.1 block,ELG1 repair inh
O=C(NC(Oc1ccccc1)C(Cl)(Cl)Cl)c1ccccc1 (centres undefined),-5%,-5%,1%,30,4%,-20,1%,5,-18,16%
CN1C(=O)N(C)C(=O)C2(Sc3ccccc3C2=O)C1=O,8%,-5%[15.4 µM],-5%,-3,-1%,-22,-1%,-5,-19,2%
CCN1C(=O)/C(=C\c2ccc([N+](=O)[O-])s2)C(=O)NC1=S,·,20%,2%,-4,7%,·,-18%,-10,·,11%
CCCCC(=O)N/N=C/c1c(O)n(Cc2ccc(F)cc2)c(=O)[nH]c1=O,4%,8%,-1%,0,-3%,-5,1%,-10,1,-18%
Clc1cccc(N2CCNCC2)c1Cl,13%[46.1 µM],2%,1%,2,8%,2,-1%,-10,-15,27%
O=c1c2ccccc2nc(CNc2ccccc2)n1-c1ccccc1,1%,12%,4%,1,-11%,-8,1%,-6,11,0%
Cc1ccc(/C=C2/C(=O)NC(=O)N(C)C2=O)cc1,-2%[46.1 µM],-16%,-7%,1,10%,3,7%,16,-16,-1%
C=Cn1ccnc1P(=S)(c1ccccc1)c1nccn1C=C,0%,-5%,-8%,0,11%,1,1%,-3,11,-10%
COc1cc(OC)c(OC)cc1/C=C1\C(=O)NC(=O)N(Cc2ccccc2)C1=O,3%,1%,2%,-1,-2%,-14,-1%,-5,11,-12%
COc1ccc(-n2c(C)nc3ccccc3c2=O)c([N+](=O)[O-])c1,-7%,18%,-2%,-2,-3%,0,0%,-2,7,0%
COc1ccc(OC)c(NC2=NCCCS2)c1,·,4%,-1%,-1,3%,-10,0%,-2,11,4%
CSc1nc2ccc(C)cc2c(=O)n1-c1cccnc1,8%,6%,-2%,1,25%,3,-2%,7,-26,1%

# Next part, overlapping the part above by six compounds.
SMILES,TCR activator,Eya2 inh,Mito fusion act,TRPV1 ag,AT treatment,KCNH2 WT inh,USP2a inh,TSHR antagonist,KCNH2 3.1 block,ELG1 repair inh
Cc1ccc(/C=C2/C(=O)NC(=O)N(C)C2=O)cc1,-2%[46.1 µM],-16%,-7%,1,10%,3,7%,16,-16,-1%
C=Cn1ccnc1P(=S)(c1ccccc1)c1nccn1C=C,0%,-5%,-8%,0,11%,1,1%,-3,11,-10%
COc1cc(OC)c(OC)cc1/C=C1\C(=O)NC(=O)N(Cc2ccccc2)C1=O,3%,1%,2%,-1,-2%,-14,-1%,-5,11,-12%
COc1ccc(-n2c(C)nc3ccccc3c2=O)c([N+](=O)[O-])c1,-7%,18%,-2%,-2,-3%,0,0%,-2,7,0%
COc1ccc(OC)c(NC2=NCCCS2)c1,·,4%,-1%,-1,3%,-10,0%,-2,11,4%
CSc1nc2ccc(C)cc2c(=O)n1-c1cccnc1,8%,6%,-2%,1,25%,3,-2%,7,-26,1%
Cc1ccc(C(=O)Nc2nc3ccccc3[nH]2)cc1,3%,7%,-2%,?,1%,-10,1%,-6,-10,?
Cn1c(O)c(Cc2cccc(Cl)c2Cl)c(=O)n(C)c1=O,1%,1%,-9%,-1,-4%,-22,0%,3,6,0%
CCCc1nc2ccccc2c(=O)n1-c1ccccc1OC,-3%,-3%,0%,-1,2%,0,0%,-1,4,1%
COc1ccc(-c2nn(CCC#N)cc2C(=O)Nc2ccccc2Br)cc1,8%,-4%,6%,9,-16%,-9,1%,11,-19,-1%
Cn1nnc2cc(NC(=O)Nc3cccc(Cl)c3)ccc21,-3%,-9%,-3%,5,-5%,3,0%,-7,23,?
N#CCCn1cc(C(=O)Nc2ccccc2Cl)c(-c2ccc([N+](=O)[O-])cc2)n1,-3%[46.1 µM],1%,-3%,-1,2%,8,0%,11,0,-19%
CC(C)(C)P(=O)(NCc1ccccc1)c1ccccc1 (centres undefined),-1%,-2%,-4%,-1,2%,-1,1%,1,5,-18%
O=C(c1ccccc1F)c1cn(CC(=O)N2CCOCC2)c2ccccc12,3%,12%,-2%,-2,5%,-5,0%,-5,0,2%
CN1CCCC(C(=O)c2ccccc2)C1 (centres undefined),·,11%,-3%,2,5%,-3,0%,-2,1,-6%
CC(C)Cn1cc(C(=O)N2CCC3(CC2)OCCO3)c2c3ccccc3n(C)c2c1=O,7%,7%,2%,6,2%,-10,-1%,-9,3,?
Cc1ccc(N2Cc3ccccc3C2=N)cc1[N+](=O)[O-],3%,1%,1%,1,26%,-4,1%,-2,3,4%
CC(=O)c1cn(Cc2ccc(F)cc2)c2ccccc12,·,4%,-4%,-2,11%,-6,1%,-15,-5,-9%
CN(C)CCc1nc2ccccc2c(=O)n1-c1ccccc1,·,-1%,-7%,0,0%,·,3%,-4,·,?
O=C1N(CN2CCOCC2)c2ccccc2C1(O)c1c[nH]c2ccccc12 (centres undefined),2%,-27%,0%,-2,-2%,12,4%,12,-4,-2%
COC1=CC2C3Cc4ccc(OC)c(O)c4C2(CCN3C)CC1=O (centres undefined),6%,17%,1%,3,-9%,0,4%,8,9,10%
COc1ccccc1N1C(=O)NC(=O)/C(=C/c2ccc([N+](=O)[O-])s2)C1=O,3%,4%,0%,0,-2%,-1,2%,-7,-21,-1%
CCN1CCN(c2ccc([N+](=O)[O-])cc2C(=O)OC)CC1,1%,2%,-8%,2,-5%,48,-2%,1,3,13%
O=C(NCc1ccccn1)c1ccccc1Cl,4%,-20%,3%,-1,·,-10,-1%,10,1,?
COc1ccc(C2(C#N)CC[N+](C)(C)CC2)cc1,-3%,-1%,-3%,1,0%,2,2%,7,-2,1%
Cc1ccc(C(=O)COC(=O)Cc2ccccc2)cc1,-1%,-6%,4%,30,2%,2,-1%,-3,4,0%
CN1CC(C(=O)c2ccc(F)cc2)C(c2c(F)cccc2Cl)C1 (centres undefined),3%,-3%,4%,4,3%,13,2%,-6,-4,9%
CCN(CC)C(=O)c1ccc(NC(=O)c2cc(-n3cnnc3)ccc2Cl)cc1,1%,7%,4%,-6,·,-4,3%,18,3,11%
CC(C)(C)OC(=O)c1c(N)n(Cc2ccco2)c2nc3ccccc3nc12,0%,-16%,3%,16,18%,1,5%,-6,-2,?
CN(C)C(Cc1ccc(Cl)cc1)C(=O)c1ccccc1 (centres undefined),0%[46.1 µM],3%,1%,10,3%,21,0%,-9,4,?
COc1cccc(N2C(=O)/C(=C/c3ccc(C)o3)C(=O)NC2=S)c1,8%,2%,-5%,-1,-24%,0,0%,11,13,4%
CC1=CC(C)C(COC(N)=O)(COC(N)=O)C(C)C1 (centres undefined),-5%,-2%,-2%,-4,4%,-3,1%,-2,2,-3%
CCC(=NCC1CCCO1)c1c(O)n(-c2ccc(OC)cc2)c(=O)[nH]c1=O (centres undefined),3%,11%,2%,1,-3%,4,3%,-5,7,-21%

# An excerpt from above in order of molecular weight, high to low.
SMILES,TCR activator,Eya2 inh,Mito fusion act,TRPV1 ag,AT treatment,KCNH2 WT inh,USP2a inh,TSHR antagonist,KCNH2 3.1 block,ELG1 repair inh
COC1=CC2C3Cc4ccc(OC)c(O)c4C2(CCN3C)CC1=O (centres undefined),6%,17%,1%,3,-9%,0,4%,8,9,10%
CCN1CCN(c2ccc([N+](=O)[O-])cc2C(=O)OC)CC1,1%,2%,-8%,2,-5%,48,-2%,1,3,13%
CC1=CC(C)C(COC(N)=O)(COC(N)=O)C(C)C1 (centres undefined),-5%,-2%,-2%,-4,4%,-3,1%,-2,2,-3%
